HTT cytoprotect: qHTS Multiplex Assay to Identify Dual Action Probes in a Cell Model of Huntington: Cytoprotection (ATP); AID 1471, 2008; PC12 HTT-Q103 induced, cytoprotection, ATP luminescence, 40 h; Potency, µM (doses to about 56.4 µM), for the others: cytoprotection (ATP increase), hits mostly activators; 0.14% of 230,000 active;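 note: % of control where 0% means no effect; nearly all actives have a fitted effect of over 45% in size; toxic huntingtin expression switched on by the ecdysone agonist tebufenozide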
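ATP quantification (ATPlite) reports survival of PC12 cells in which tebufenozide, 100 nM final, switches on Htt exon 1 with 103 glutamines linked to GFP; compounds are titrated.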
SMN2 splice enh: qHTS Assay for Enhancers of SMN2 Splice Variant Expression. HEK293 SMN2-luciferase splicing reporter, luminescence, 30-36 h. Potency, µM (highest dose often 46.1 µM), without a hit: at the highest dose activity change, positive = activation, hits mostly activators. 2.8% of 210,000 active; note: % of control where 0% means no effect; nearly all actives have a fitted effect of over 55% in size
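qHTS luciferase splicing reporter: luminescence rises when SMN2 exon 7 is included in transfected HEK293 cells. Compound exposure lasted 30-36 h at 37C, with 4.5 mM final sodium butyrate as control, followed by a ONE-Glo read.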
HTT aggregate: qHTS Multiplex Assay to Identify Dual Action Probes in a Cell Model of Huntington: Aggregate Formation (GFP) | PC12 HttQ103-GFP aggregates, Acumen cytometry, 40 h | Potency, µM (titrated, usually from 46.1 µM), for the others: top-dose activity change, negative = inhibition, hits mostly inhibitors | 1.1% of 220,000 active; note: % is set by controls: 0 for no effect and ±100 for the full control effect; nearly all actives have a fitted effect of over 60% in size
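PC12/HTTQ103-GFP, ecdysone-inducible; teb 100 nM; cpd qHTS titration; GFP aggregates read on laser cytometer, Ex 488/Em 500-530 nm.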
Tau fluor counter: Counterscreen qHTS for Inhibitors of Tau Fibril Formation, Fluorescence Polarization. tau K18 P301L Alexa594 fluorescence, heparin fibrillization. Potency, µM (titrated, usually from 57.7 µM), for inactives: at the highest dose activity change, negative = decrease. 0.93% of 280,000 active. AID 1463, 2008; note: % is set by controls: 0 for no effect and ±100 for the full control effect; nearly all actives have a fitted effect of over 55% in size
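Human K18 P301L tau (15 uM unlabeled plus 0.24 uM Alexa 594-labeled, final) in 100 mM sodium acetate pH 7 was mixed with compound and 20 uM heparin and incubated 6 hr at 37 C.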
KDM4E inh: qHTS Assay for Inhibitors of Human Jumonji Domain Containing 2E (JMJD2E) | Lysine-specific demethylase 4E (Homo sapiens), B2RXH2 | AID 2147, 2009 | JMJD2E catalytic domain, FDH-coupled NADH fluorescence (FDH is formaldehyde dehydrogenase) | 1.6% of 230,000 active | Potency, µM (top dose mostly 57.1 µM), without a hit: top-dose activity change, negative = inhibition, hits mostly inhibitors; active = well fitted inhibition curve with a large enough effect, not every such curve was filed as active; inconclusive = small, poorly fitted or top-dose-only effect, or another doubt; inactive = no such curve, though single readings can be large or run the other way;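 note: 0% = wells with enzyme and -100% = buffer wells without enzyme; nearly all actives have a fitted effect of over 50% in size; many of its hits are not listed in these tables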
Target sequence (B2RXH2 1-337 limits assumed): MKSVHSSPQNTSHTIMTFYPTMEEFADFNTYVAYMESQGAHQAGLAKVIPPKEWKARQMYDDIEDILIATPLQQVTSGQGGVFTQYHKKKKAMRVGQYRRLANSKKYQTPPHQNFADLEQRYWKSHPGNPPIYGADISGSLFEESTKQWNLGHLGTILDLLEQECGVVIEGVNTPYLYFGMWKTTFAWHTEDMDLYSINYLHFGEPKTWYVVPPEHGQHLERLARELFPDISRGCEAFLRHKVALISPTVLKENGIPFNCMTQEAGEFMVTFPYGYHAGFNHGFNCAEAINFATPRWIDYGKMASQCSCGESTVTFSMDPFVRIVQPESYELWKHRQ
Tau fibril FP: qHTS for Inhibitors of Tau Fibril Formation, Fluorescence Polarization; Microtubule-associated protein tau (Homo sapiens), P10636; K18 P301L tau heparin fibrillization, Alexa594 FP, 6 h; Potency, µM (titrated, usually from 57.7 µM), for the others: top-dose activity, negative = inhibition, usual class: inhibitors; 0.39% of 280,000 active; note: % is set by controls: 0 for no effect and ±100 for the full control effect; nearly all actives have a fitted effect of over 55% in size
Target sequence (P10636 561-689 P618L limits assumed): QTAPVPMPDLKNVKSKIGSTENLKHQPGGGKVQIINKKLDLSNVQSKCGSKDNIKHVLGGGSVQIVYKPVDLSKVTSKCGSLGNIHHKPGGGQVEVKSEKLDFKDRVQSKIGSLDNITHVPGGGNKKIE
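Heparin (20 uM) drove fibril formation of recombinant tau K18 P301L, 15 uM unlabeled with 0.24 uM Alexa 594 label, for 6 hr at 37 C in 100 mM sodium acetate pH 7. Fluorescence polarization (555/632 nm) read 1 hr after 30 uM ThT.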
Tau ThT inhib: qHTS for Inhibitors of Tau Fibril Formation, Thioflavin T Binding | Microtubule-associated protein tau (Homo sapiens), P10636 | recombinant tau K18 P301L (four-repeat tau fragment), heparin-induced fibrillization, ThT fluorescence | Potency, µM (titrated, usually from 57.4 µM), without a hit: at the highest dose activity, negative = inhibition, hits mostly inhibitors | 2.1% of 270,000 active; note: % is set by controls: 0 for no effect and ±100 for the full control effect; nearly all actives have a fitted effect of over 55% in size
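Tau K18 P301L fragment (15 uM unlabeled plus 0.24 uM Alexa 594-labeled) in 100 mM sodium acetate pH 7 with compound, fibrillization induced by 20 uM heparin for 6 hr at 37 C. Thioflavin T (30 uM) added, fluorescence read after 1 hr (ex 450, em 510 nm).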
ALDH1A1 inh: qHTS Assay for Inhibitors of Aldehyde Dehydrogenase 1 (ALDH1A1); Purified ALDH1A1, NADH fluorescence, propionaldehyde substrate; 7.3% of 220,000 active; Potency, µM (doses to about 75.3 µM), without a hit: at the highest dose activity, negative = inhibition, hits mostly inhibitors; Aldehyde dehydrogenase 1A1 (Homo sapiens), P00352; AID 1030, 2008; active = well fitted inhibition curve with a large enough effect, not every such curve was filed as active; inconclusive = small, poorly fitted or top-dose-only effect, or another doubt; inactive = no such curve, though single readings can be large or run the other way;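 note: plate controls were no enzyme wells and a reference inhibitor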
Target sequence (P00352 whole entry, looked up): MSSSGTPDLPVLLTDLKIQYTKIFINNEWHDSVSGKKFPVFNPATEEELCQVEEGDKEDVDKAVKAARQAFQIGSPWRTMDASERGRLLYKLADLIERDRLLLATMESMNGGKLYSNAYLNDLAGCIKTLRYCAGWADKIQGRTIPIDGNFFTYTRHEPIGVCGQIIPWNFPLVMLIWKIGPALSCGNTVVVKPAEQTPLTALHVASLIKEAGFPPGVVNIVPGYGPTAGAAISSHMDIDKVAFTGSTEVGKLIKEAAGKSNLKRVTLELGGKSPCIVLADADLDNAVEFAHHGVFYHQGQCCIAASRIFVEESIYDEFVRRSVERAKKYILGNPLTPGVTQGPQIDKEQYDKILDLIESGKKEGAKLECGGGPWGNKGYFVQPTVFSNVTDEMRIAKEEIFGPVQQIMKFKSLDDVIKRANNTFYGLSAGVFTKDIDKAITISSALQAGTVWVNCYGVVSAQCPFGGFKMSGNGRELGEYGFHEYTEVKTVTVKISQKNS
Numbers without * were called inactive; ? = inconclusive; . = not tested or not shown; & = joins results of further samples; [ ] = remark or other dose. Unless noted, calls come from the whole dose curve; as a rule, active = well fitted curve in the direction sought with a large enough effect; inconclusive = small, poorly fitted or top-dose-only effect, or another doubt; inactive = no such curve, though single readings can be large; an effect the other way counts as inactive or inconclusive. Potency is the fitted concentration of half-maximal effect. Only part of the results is shown (hit frequency here may not be typical).

item	SMILES	HTT cytoprotect	SMN2 splice enh	HTT aggregate	Tau fluor counter
1	O=C(C1CCN(S(=O)(=O)c2ccc(F)cc2)CC1)N1CCOCC1	-5%	2%	3%	8%
2	[O-][n+]1onc2c1CCC(=N/O)/C2=N\Nc1ccccc1	3%[10 µM]	.	4%[9.22 µM]	?
3	O=C(Nc1ccc(CN2CCOCC2)cc1)c1cc2ccccc2o1	-16%[10 µM]	5.6µM*	-17%	-13%
4	COc1ccc(C(=O)Nc2nc3nc(C)c(Cl)c(=O)n3[nH]2)cc1	.	2%	.	1%
5	Cc1nnc(SC(=O)N2c3ccccc3Sc3ccccc32)s1	6%[1.9 µM]	-52%[inhibitor]	?	-25%
6	c1ccc2c(Nc3ccc4c(c3)OCCO4)c3c(nc2c1)CCC3	-38%[inhibitor][1.9 µM]	-15%	9%[9.22 µM]	-16%
7	COc1ccc(C)cc1NC(=O)CN(c1ccccc1)S(=O)(=O)N(C)C	.	-13%	.	-17%
8	ClC1(Cl)CC1Cn1cnc2ccccc21 (stereo unspecified)	-33%[inhibitor]	-20%	-20%	-1%
9	Cc1csc(SCCn2c(Br)nc3c2c(=O)[nH]c(=O)n3C)n1	-37%	2%	?	7%
10	COc1ccccc1N1CCN(C(=O)c2cc(N3C(=O)C4C5CCC(C5)C4C3=O)ccc2Cl)CC1 (stereo unspecified)	18%[10 µM]	-44%[inhibitor]	-8%	-3%
11	O=c1cc[nH]c2ccc([N+](=O)[O-])cc12	21%[10 µM]	1%	6%	-5%
12	CC1(c2cc([N+](=O)[O-])cc([N+](=O)[O-])c2)CC(C)(C)N(C(=O)c2ccccc2)c2ccccc21 (stereo unspecified)	29%	-38%[inhibitor]	13%	-27%
13	CCOC(=O)c1c(NC(=S)N2CCN(C)CC2)sc2c1CCN(C(=O)OCC)C2	8%[10 µM]	.	26%[9.22 µM]	-10%
14	CCOc1ccc(NC(=O)NC(C)c2c(-n3cccc3)sc(C)c2C)cc1 (stereo unspecified)	.	11%	.	?
15	Cc1cc(-c2nnc(CCC(=O)NC(C)c3ccccc3Cl)o2)no1 (stereo unspecified)	-17%	-16%	-25%	-6%

item	KDM4E inh	Tau fibril FP	Tau ThT inhib	ALDH1A1 inh
1	2%	-3%	11%	-5%
2	14%	?	14µM*	3.5µM*
3	-1%	-2%	-10%	5%
4	.	1%	4%	.
5	-1%	-4%	?	?
6	-2%	3%	-15%	-6%
7	.	11%	-7%	.
8	-3%	3%	-3%	-8%
9	-13%	3%	-4%	-2%
10	-3%	8%	-8%	-10%
11	0%	13%	-11%	10%
12	6%	10%	-11%	7%
13	1%	-4%	-14%	.
14	.	13%	-4%	.
15	9%	-2%	-6%	-5%

Marked active in SMN2 splice enh (from the list above):
| No. | canonical_smiles | SMN2 splice enh | HTT aggregate | KDM4E inh | Tau fibril FP | Tau ThT inhib | ALDH1A1 inh |
| --- | --- | --- | --- | --- | --- | --- | --- |
| 3 | O=C(Nc1ccc(CN2CCOCC2)cc1)c1cc2ccccc2o1 | 5.6µM* | -17% | -1% | -2% | -10% | 5% |

The list continues:
item	SMILES	HTT cytoprotect	SMN2 splice enh	HTT aggregate	Tau fluor counter
16	COc1cccc(NC(=O)c2ccc(C(=O)c3ccccc3)o2)c1	.	20µM*	-4%	-28%
17	COc1cccc(NC(=O)CC2NCCNC2=O)c1 (stereo unspecified)	.	-1%	.	0%
18	Cc1cc(C)n(CC(=O)N/N=C/c2cccs2)n1	.	-7%	8%	-8%
19	COc1ccc(-c2coc3ccc(OC4OC(COC(C)=O)C(OC(C)=O)C(OC(C)=O)C4OC(C)=O)c(OC(C)=O)c3c2=O)cc1 (stereo unspecified)	0%[1.9 µM]	.	.	-7%
20	C=C(C)C1CC=C(CO)CC1 (stereo unspecified)	-13%	-8%	.	-10%
21	CC1CN(C(=O)CCn2c(=O)oc3ccccc32)CC(C)O1 (stereo unspecified)	5%	-7%	22%	1%
22	CC(NC(=O)COc1ccccc1F)C1CC2CCC1C2 (stereo unspecified)	-10%	-8%	18%	0%
23	C#CCNC(=O)C1=C[C@H](c2ccc(C(F)(F)F)cc2)[C@@H](CCCO)[C@H](OCC)O1	-9%[10 µM]	.	-8%[9.22 µM]	0%
24	N=c1c2c3c(sc2ncn1Cc1ccccc1)CCCC3	.	-14%	-32%	-5%
25	O=C(Nc1cccc(C(=O)Nc2ccc(S(=O)(=O)O)c3cc(S(=O)(=O)O)cc(S(=O)(=O)O)c23)c1)Nc1cccc(C(=O)Nc2ccc(S(=O)(=O)O)c3cc(S(=O)(=O)O)cc(S(=O)(=O)O)c23)c1	-62%[inhibitor]	8%&-2%	.	-7%&3%&-5%
26	Cc1ccc(C(=O)Nc2nn(C)c3cccc(F)c23)cc1	-6%[10 µM]	.	10%[9.22 µM]	3%
27	Cc1ccc(S(=O)(=O)NCC2NCCc3ccccc32)cc1 (stereo unspecified)	-43%[inhibitor]	-15%	-25%	-10%
28	N#Cc1ncc(-c2ccc3c(c2)OCCOCCOCCOCCOCCO3)nc1C#N	.	6%	?	-10%
29	NC(N)=N/N=C/c1ccc(OS(=O)(=O)c2ccccc2)cc1	-9%[10 µM]	?	11%	?
30	Cn1c(=O)c2c(nc(NCc3ccc4c(c3)OCO4)n2C)n(C)c1=O	-5%	32µM*	-4%	-1%

item	KDM4E inh	Tau fibril FP	Tau ThT inhib	ALDH1A1 inh
16	-7%	-6%	?	?
17	.	-4%	4%	.
18	7%	5%	-11%	-3%
19	-3%	-4%	-9%	5%
20	0%	0%	-6%	7%
21	-2%	9%	-5%	?
22	0%	6%	-1%	-10%
23	11%	8%	9%	10%
24	15%	1%	-6%	9%
25	7%&1%	?	-1%&-3%&-3%	?
26	11%	-4%	1%	-1%
27	-16%	-4%	-14%	?
28	7%	?	22µM*	11%
29	-7%	-16%	-4%	5%
30	2%	3%	-5%	11%

One compound at a time, from the list above. Values in the order: HTT cytoprotect | SMN2 splice enh | HTT aggregate | Tau fluor counter | KDM4E inh | Tau fibril FP | Tau ThT inhib | ALDH1A1 inh
Results for COc1cccc(NC(=O)CC2NCCNC2=O)c1 (stereo unspecified) = . | -1% | . | 0% | . | -4% | 4% | .
Results for Cc1ccc(C(=O)Nc2nn(C)c3cccc(F)c23)cc1 = -6%[10 µM] | . | 10%[9.22 µM] | 3% | 11% | -4% | 1% | -1%
Results for N=c1c2c3c(sc2ncn1Cc1ccccc1)CCCC3 = . | -14% | -32% | -5% | 15% | 1% | -6% | 9%
Results for Cn1c(=O)c2c(nc(NCc3ccc4c(c3)OCO4)n2C)n(C)c1=O = -5% | 32µM* | -4% | -1% | 2% | 3% | -5% | 11%
Results for CC(NC(=O)COc1ccccc1F)C1CC2CCC1C2 (stereo unspecified) = -10% | -8% | 18% | 0% | 0% | 6% | -1% | -10%

Further records
item	SMILES	HTT cytoprotect	SMN2 splice enh	HTT aggregate	Tau fluor counter
31	COc1ccc(C2C(C#N)=C(N)Oc3n[nH]c(C)c32)cc1CSc1ccccn1 (stereo unspecified)	-18%	-1%	-14%	-21%
32	CCN1CCc2c(OCC(=O)Nc3cccc(C)c3C)cccc2C1=O	-20%	1%	42%	1%
33	CCCn1c(SCC(=O)NC2CCCCC2C)n[nH]c1=O (stereo unspecified)	-6%	-3%	11%	-1%
34	Cc1ccc(OCCOc2cccc3ccc(C)nc23)c([N+](=O)[O-])c1	7%[10 µM]	18%	-21%	-11%
35	c1ccc(CNc2nc(-c3cccs3)nc3ccccc23)cc1	1%[10 µM]	7%	?	?
36	COc1ccc(NC(=O)c2ccc(C)cc2)c(OC)c1	.	18µM*	-8%	-8%
37	O=C(C1CCCN(S(=O)(=O)c2cnc[nH]2)C1)N1CC(=O)N(CCc2ccccc2)C(=O)C1 (stereo unspecified)	-6%[10 µM]	3%	19%	-4%
38	O=C(N/C(=C/c1cccs1)C(=O)N1CCOCC1)c1ccccc1	-7%	10%	?	4%
39	O=C1NC(=S)SC1=C1CCCCCC1	-28%[0.074 µM]	-3%	-28%	-12%
40	O=C(CN1C(=O)CSc2cc(S(=O)(=O)N3CCCCCC3)ccc21)NCCc1ccccc1	.	14%	8%	3%
41	COc1ccc(S(=O)(=O)N2CCN(Cc3c[nH]c4ccccc34)CC2)cc1	-88%[inhibitor]	4%	-30%	-25%
42	CCC(C)(C)n1nnnc1C(c1cccnc1)N1CCCc2ccccc21 (stereo unspecified)	25%[10 µM]	-14%	-11%	-6%
43	COc1ccc(CC(=O)NC(CC(=O)O)c2ccc(OC)cc2)cc1 (stereo unspecified)	-5%	10%	?	-11%
44	COc1ccc(/C=C/C(O)=C2/C(=O)N(C)C3(C)CC2c2ccccc2O3)cc1 (stereo unspecified)	6%	-53%[inhibitor]	?	-15%

item	KDM4E inh	Tau fibril FP	Tau ThT inhib	ALDH1A1 inh
31	-20%	-5%	-9%	-15%
32	-10%	3%	-1%	7%
33	1%	-1%	7%	-8%
34	1%	-7%	-14%	14µM*
35	?	?	2%	?
36	3%	2%	-10%	6%
37	-2%	2%	-4%	-13%
38	-7%	2%	-1%	-3%
39	3%	-13%	?	7.1µM*
40	3%	4%	9%	?
41	4%	-3%	-17%	6%
42	-5%	-7%	-6%	?
43	-3%	-3%	-17%	?
44	?	8%	?	?

Source: PubChem BioAssay
